ATG4B inhibitor – ATG4B (human) cysteine protease inhibition; Q9Y4P1; ATG4B cleavage of LC3-PLA2, NBD-HPC fluorescence, 1 h; inhibition, % at 8.33 µM; 340,000 tested, 0.51% active; AID 504462; in the data active means inhibition above about 40%
MIN6 prolif – MIN6 beta-cell proliferation induction; proliferation, % at 10 µM; AID 2380; 330,000 tested, 0.29% active; MIN6 cells proliferation, ATPlite luminescence, 48 h; cells starved in 0.2% serum; 100% = growth in 10% serum;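 active means compounds whose signal lies at least 3.5 SD above the mean of all wells on their plate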;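 further: 0% = DMSO-treated cells in low-serum medium and 100% = 10% serum control; some compounds called inactive have numbers as strong as hits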
mIAP inh – mouse IAP inhibition; inhibition, % at 10 µM; purified mouse IAP, CDP-Star luminescence, 30 min; 330,000 tested, 0.2% active;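 active means inhibition of at least 40% at 10 µM in the primary screen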;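 further: plate controls were DMSO with enzyme for no effect and no enzyme wells for full effect; values of inactives mirror those of a sister screen read the other way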
A3A deaminase – blocks human APOBEC3A ssDNA deamination | recombinant A3A, FAM/TAMRA ssDNA deamination fluorescence | inhibition, % at 20 µM | 330,000 tested, 0.41% active | AID 493011;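 active means at least 40% inhibition at 20 µM here, with at most 30% in a related deaminase screen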;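 further: plate controls were A3A with DMSO for no effect and wells lacking A3A enzyme for full effect; some results filed as inactive read as strong as hits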
Target sequence (P31941 whole entry, looked up): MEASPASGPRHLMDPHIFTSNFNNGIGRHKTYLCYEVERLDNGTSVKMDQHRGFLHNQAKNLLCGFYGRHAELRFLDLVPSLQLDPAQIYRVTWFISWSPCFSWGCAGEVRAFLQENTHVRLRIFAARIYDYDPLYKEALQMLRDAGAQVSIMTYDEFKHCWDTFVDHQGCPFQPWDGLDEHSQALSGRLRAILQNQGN
hIAP inh – human IAP inhibition; P09923; purified IAP, CDP-Star luminescence, 30 min; inhibition, % at 10 µM; 330,000 tested, 0.12% active;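 active means inhibition reaching a set limit with compound at 10 µM in the primary screen, cut at about 35% in these data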;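 further: plate controls were DMSO wells with enzyme for no effect and no-enzyme buffer wells for full effect; values of inactives mirror those of a sister screen read the other way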
Target sequence (P09923 whole entry, looked up): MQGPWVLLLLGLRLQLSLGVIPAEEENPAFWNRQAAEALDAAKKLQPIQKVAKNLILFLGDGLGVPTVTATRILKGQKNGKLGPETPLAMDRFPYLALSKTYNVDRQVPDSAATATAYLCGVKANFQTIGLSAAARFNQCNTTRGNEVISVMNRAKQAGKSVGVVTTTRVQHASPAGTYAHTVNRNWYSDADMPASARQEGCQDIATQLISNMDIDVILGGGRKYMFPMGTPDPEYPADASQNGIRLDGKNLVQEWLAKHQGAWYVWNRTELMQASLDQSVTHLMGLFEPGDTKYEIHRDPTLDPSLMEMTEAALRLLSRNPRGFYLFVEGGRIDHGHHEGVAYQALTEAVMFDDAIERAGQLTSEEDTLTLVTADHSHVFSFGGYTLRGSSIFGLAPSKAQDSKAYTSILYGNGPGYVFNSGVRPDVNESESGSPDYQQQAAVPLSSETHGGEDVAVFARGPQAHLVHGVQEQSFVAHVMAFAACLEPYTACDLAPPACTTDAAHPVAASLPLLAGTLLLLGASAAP
MPTP inh – blocks calcium-induced mitochondrial swelling. isolated mouse mitochondria, Ca2+ swelling absorbance, 30 min. inhibition, % at 10 µM. 360,000 tested, 1.4% active. AID 602449;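 active means inhibition of 50% or more, scaled per plate between neutral and stimulator controls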;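 further: 0% = DMSO wells given calcium and 100% = 1 mM EGTA wells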
mIAP act – increases mouse intestinal alkaline phosphatase activity | 330,000 tested, 0.24% active | AID 2805 | activation factor at 10 µM | muIAP, CDP-Star luminescence, 30 min; active compounds read high; 1 = vehicle-only enzyme signal, 0 = enzyme-free wells;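 active means activation factor of at least 2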; further: the source names both 10 and 20 µM as test concentration; values of inactives mirror those of a sister screen read the other way
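Assay system: mouse IAP enzyme; Reagent: CDP-Star chemiluminescent phosphatase substrate; Compound: DMSO-dissolved test compounds; Incubation: 30 min, room temperature; Technique: luminescence from enzymatic CDP-Star hydrolysis; Controls: DMSO-only wells and no-enzyme negative control.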
hIAP act – increases human intestinal alkaline phosphatase activity | P09923 | purified human IAP, CDP-Star luminescence, 30 min; active compounds read high; 1 = vehicle-only enzyme, 0 = enzyme-free background | activation factor at 10 µM | 330,000 tested, 0.16% active;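 active means activation factor of the enzyme at least 2-fold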; further: the source names both 10 and 20 µM as test concentration; values of inactives mirror those of a sister screen read the other way
APOBEC3G inh – inhibitors of human APOBEC3G DNA deaminase; Q9HC16; AID 493012; inhibition, % at 20 µM; 330,000 tested, 0.28% active; recombinant A3G, ssDNA deamination FAM/TAMRA fluorescence;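 active means inhibition of at least 40% at 20 µM, with no more than 30% in the related APOBEC3A deaminase screen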;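 further: plate controls were DMSO wells with A3G for no effect and wells lacking A3G enzyme for full effect; some compounds called inactive have numbers as strong as hits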
Target sequence (Q9HC16 whole entry, looked up): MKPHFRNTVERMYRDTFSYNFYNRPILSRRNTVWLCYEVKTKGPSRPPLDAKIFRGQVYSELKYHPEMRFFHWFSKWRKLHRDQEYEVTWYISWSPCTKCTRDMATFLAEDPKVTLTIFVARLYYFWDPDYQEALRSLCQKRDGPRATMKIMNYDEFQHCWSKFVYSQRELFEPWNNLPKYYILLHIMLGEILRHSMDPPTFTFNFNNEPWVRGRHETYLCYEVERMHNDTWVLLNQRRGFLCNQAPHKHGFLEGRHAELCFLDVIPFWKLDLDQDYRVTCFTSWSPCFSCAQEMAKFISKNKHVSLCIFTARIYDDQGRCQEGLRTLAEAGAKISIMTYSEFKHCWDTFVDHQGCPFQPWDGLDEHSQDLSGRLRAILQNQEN
Starred values were filed as active, the others as inactive; x = not tested or not shown.

No.	canonical_smiles	hIAP act	MIN6 prolif	mIAP inh	A3A deaminase	APOBEC3G inh	MPTP inh	ATG4B inhibitor	hIAP inh	mIAP act
1	O=C(NC1CCCC1)C1CCN(c2nccs2)CC1	0.87	-2	8	0	11	-3.6	19	13	0.92
2	COc1ccc(Cl)cc1C(=O)NCC(=O)OCc1ccccc1	0.78	-2	-1	1	-7	-2.3	-8	22	1
3	Cc1ccc(Cn2c(O)c(N=O)c3ccccc32)cc1	1	-3	0	1	1	9.8	-7	-2	1
4	Cn1c(SCC(=O)NCCc2ccccc2)ncc(C(=O)Nc2ccc(F)cc2)c1=O	0.91	-2	10	-4	-5	-0.7	-2	9	0.9
5	COCCN(C(=O)CSc1n[nH]c(-c2ccccc2)n1)c1c(N)n(Cc2ccccc2)c(=O)[nH]c1=O	1	0	6	0	-5	-1.1	-4	0	0.94
6	CCOc1ccc(-c2nnn(CC#N)n2)cc1OC	0.95	0	-1	2	-1	1.3	10	5	1
7	Cc1nc2nc(-c3ccc(Cl)cc3)cn2nc1C	1	-3	-8	-3	2	0.2	11	-2	1.1
8	O=C(/C=C/c1ccco1)NCCc1ccc(F)cc1	1	-3	-2	20	10	1.8	-9	-5	1
9	O=S(=O)(Cc1ccccc1)NCc1ccccn1	0.93	0	4	0	-4	-0.1	-5	7	0.96
10	CSc1cccc(CN2CCC(n3nccc3NC(=O)C3CC3)CC2)c1	1.2	3	-2	-4	-2	-1.4	-10	-23	1
11	O=C(CNCCc1ccc(Cl)cc1Cl)NCc1ccco1	0.91	-2	-1	-1	-5	-0.1	41*	9	1
12	Cc1ccc2cc(C)c3nnc(SCC(=O)N4CCCc5ccccc54)n3c2c1C	0.93	-1	3	-2	-3	x	x	7	0.97
13	O=C(c1ccc(S(=O)(=O)c2ccccc2)cc1)N1CCc2ccccc2C1	0.95	0	0	0	-1	-0.9	14	5	1
14	Cc1n[nH]c(C)c1NC(=O)c1cc([N+](=O)[O-])ccc1Cl	1	0	-4	-2	-7	0.8	-5	-4	1
15	COC(=O)c1ccc(Cl)c(NC(=O)CSc2ncn[nH]2)c1	1.1	-2	10	1	-6	-5.4	-5	-11	0.9
16	Cc1ccc(S(=O)(=O)C2(C(=O)N3CCCCCC3)CC2)cc1	1.1	-2	-1	2	0	-1.4	15	-11	1
17	Cc1ccc(NC(=O)COc2ccc(N3CC(C(N)=O)CC3=O)cc2)c(C)c1 (centres undefined)	1.1	-1	6	0	-9	-0.1	-4	-13	0.94
18	NS(=O)(=O)c1ccc(CCNC(=O)c2cccnc2)cc1	1.3	-4	0	-4	-3	-0.7	1	-25	1
19	O=c1c2ccccc2sc2ccc(NCCCN3CCOCC3)cc12	1	-6	16	-7	-12	29	6	-1	0.84
20	O=C(Nc1ccccc1N1CCOCC1)c1cccs1	0.97	-1	3	3	0	-1.3	-3	2	0.97
21	CC(C)C[C@@H]1NC(=O)[C@H](Cc2ccc(O)cc2)NC(=O)c2cc([N+](=O)[O-])cc(I)c2NCCC[C@@H](C(N)=O)NC1=O	1.1	0	4	-1	-10	0.6	7	-5	0.96
22	COc1ccc(C)cc1-n1c(SCC(=O)Nc2cc(C)on2)nc2ccccc2c1=O	0.97	1	0	2	-5	-1.1	-3	3	1
23	CCOC(=O)/C(=N\Nc1ccccc1Cl)N1CCN(c2ccccc2OC)CC1	0.93	-5	8	-1	-7	2.4	4	7	0.92
24	N#Cc1ccccc1S(=O)(=O)N1CCN(C(=O)C2CCC2)CC1	0.92	-2	0	-4	-9	-3.3	-15	8	1
25	Cc1cccc(C)c1NC(=O)CNC(=O)C(Cc1ccccc1)NC(=O)c1ccccc1 (centres undefined)	1.1	4	5	-1	-4	-0.6	-12	-14	0.95
26	CC(=O)OCC(=O)Nc1cc(S(=O)(=O)N2CCCCCC2)ccc1Cl	1.1	-1	-5	2	-4	2.0	-6	-7	1.1
27	Cc1ccc(SC(C)C(=O)O/N=C(\N)c2ccncc2)cc1 (centres undefined)	1.2	0	8	-3	-7	-0.8	-4	-20	0.92
28	COc1ccc(C(=O)NC(=S)N2CCCCC2)cc1[N+](=O)[O-]	1.1	0	0	3	-4	2.0	-3	-7	1
29	COc1ccc(NC(=O)Cc2cccc3ccccc23)cc1	1.1	0	7	-4	-7	1.1	-3	-11	0.93
30	C=CC[C@@H](CC(=O)OC(C)(C)C)C(=O)OC[C@@H]1CCCN1C(=O)[C@@H](CC=C)CC(=O)N[C@@H](CO)Cc1ccccc1	1.1	-3	9	-1	-6	-0.7	-3	-12	0.91
31	O=[N+]([O-])c1cc2c(cc1/C=N/n1c(-c3ccccc3)n[nH]c1=S)OCO2	0.89	-1	12	-3	55*	-0.2	-11	11	0.88
32	Cc1ccc(C(=O)NCC(=O)OCC(=O)c2ccc3c(c2)OCCO3)cc1C	1.1	-1	2	4	-5	-1.2	-9	-14	0.98
33	O=C(Nc1ccc(O)cc1)c1cccc(Oc2ccc([N+](=O)[O-])cc2)c1	1	-2	2	25	-7	0.4	-9	-1	0.98
34	CC[C@]12CCCN3CCc4c(n(c5ccccc45)C(=O)C1)C32 (some centres undefined)	0.96	3	-10	-1	-6	x	8	4	1.1
35	CSc1ccc(CN2CCC(CO)(Cc3ccc(Cl)cc3)CC2)cc1	0.95	-6	0	-2	11	6.6	-4	5	1
36	COc1ccc(/C=C2\SC(=S)N(CCCC(=O)NNC(=O)c3ccccc3O)C2=O)cc1	1.7	-5	30	3	-1	4.4	49*	-72	0.7
37	CCCOC(=O)c1[nH]c2c(c1C)C(=O)CC(c1cccs1)C2 (centres undefined)	0.81	-3	-1	-4	-5	2.1	16	20	1
38	O=C(CN1CC(c2ccccc2)CC1=O)Nc1ccc2c(c1)OCO2 (centres undefined)	1.1	3	10	-3	-8	-2.2	-7	-6	0.9
39	Cc1ccc(S(=O)(=O)N(C)C)cc1NC(=O)COC(=O)CNC(=O)C12CC3CC(CC(C3)C1)C2	0.97	11	-1	-3	-6	-0.9	-13	3	1
40	CCCCn1c(N)c(N(CCOC)C(=O)c2c(-c3ccccc3)noc2C)c(=O)[nH]c1=O	1	2	4	2	-4	-0.6	4	-4	0.96
41	CCCCCCCCCC[N+](C)(C)CC/C=C1/c2ccccc2Sc2ccc(Cl)cc21	1.6	-5	6	2	-2	-0.9	19	-59	0.94
42	CCOC(=O)c1oc2c(CN3CCN(C)CC3)c(O)ccc2c(=O)c1-c1ccc(Br)cc1	1.2	0	7	-2	-4	9.1	-5	-17	0.93
43	COc1ccc(C(=O)Nc2ccc3c(c2)n(C)c(=O)n3C)cc1OC	1.2	-1	-4	1	-3	-0.6	-5	-17	1
44	COC(=O)C1=C(C(=O)c2ccccc2)C(c2ccc(O)c(OC)c2)n2nnnc2N1 (centres undefined)	1	-1	-10	1	2	-0.2	2	0	1.1
45	NNC(=O)c1cnn(Cc2ccccc2)c1N	1.1	-1	-9	-1	-2	-0.9	2	-6	1.1
46	Cn1c(SCC(=O)c2ccc(F)cc2)nnc1-c1ccccn1	1	-1	4	-5	-9	2.5	-8	-4	0.95
47	O=[N+]([O-])c1cccc(/C([O-])=C(/C(=S)Nc2ccccc2F)[n+]2ccccc2)c1	0.94	0	24	6	5	0.4	-10	6	0.76
48	O=C(NN1C(=O)/C(=C/c2cc([N+](=O)[O-])ccc2O)SC1=S)c1ccccc1O	1.1	-5	51*	-5	23	x	x	-5	0.49
49	CCOC(=O)C1=C(C)NC(C)=C(C(=O)OCC)C1c1ccc(C)o1	1	0	-13	-6	-4	2.7	-6	-4	1.1
50	CC(=O)OC(C(=O)NC1CCCCC1)c1cccc(F)c1 (centres undefined)	0.87	1	-2	-2	-12	0.5	-4	13	1
51	Cc1cc(C)n2nc(C(=O)OCC(=O)c3ccccc3)nc2n1	1	-4	4	0	-2	-0.9	1	-4	0.96
52	Cc1ccccc1NC(=S)N1CCCN(Cc2ccc(F)cc2)C1	1	0	-8	-4	-4	0.0	-6	-3	1.1
53	CCCn1c(=O)c(C(=O)NNC(=O)c2ccccc2[N+](=O)[O-])c(O)c2ccccc21	1.8	-6	19	1	-1	1.0	x	-83	0.81
54	Cc1c(Cl)c([N+](=O)[O-])nn1Cc1ccc(C(=O)N/N=C\c2cc(Cl)ccc2O)o1	0.95	-5	22	5	-1	-0.2	64*	5	0.78
55	Cc1cc(C)c(S(=O)(=O)NCc2nc3nc(C)cc(C)n3n2)c(C)c1	1	-2	-1	-4	-7	1.0	-5	0	1
56	Cc1cccc2sc(NNC(=O)c3ccc(S(=O)(=O)N4CC(C)CC(C)C4)cc3)nc12 (centres undefined)	1.5	-7	4	-1	7	28	-5	-49	0.96
57	C=CCSC1=Nc2sccc2C2=NC(=O)CN12	1.1	-1	1	-4	-9	-5.5	4	-11	0.99
58	Cn1c(=O)c(C(=O)CN2CCN(S(=O)(=O)c3ccccc3)CC2)c(N)n(Cc2ccccc2)c1=O	1.1	-1	3	-6	-8	1.2	-5	-12	0.96
59	Cc1ccc(OCC(=O)Nn2cnc3ccccc32)cc1	1.1	-3	-8	1	-3	2.1	4	-12	1.1
60	Cc1cc(NC(=O)C(C)SCC(=O)OCc2ccc(Cl)cc2Cl)no1 (centres undefined)	0.92	2	4	-2	-10	-0.2	7	8	0.96

The list goes on:
No.	canonical_smiles	hIAP act	MIN6 prolif	mIAP inh	A3A deaminase	APOBEC3G inh	MPTP inh	ATG4B inhibitor	hIAP inh	mIAP act
61	CCn1nnnc1SCC(=O)NC1CCCC1	1	0	4	-2	-3	0.7	3	-2	0.95
62	C/C(=N\NC(=O)CN1CCOCC1)C(C)(C)C	0.95	2	-2	-3	-10	-0.5	0	5	1
63	CC(C)CCn1c(Oc2ccc(Cl)cc2)nc2c1c(=O)n(C)c(=O)n2C	1.1	0	3	1	-5	4.5	-2	-14	0.97
64	O=C(c1ccccc1F)N1CCN(Cc2ccc3c(c2)OCO3)CC1	1	-3	-1	-7	-6	0.7	-2	-1	1
65	O=c1[nH]c(CN2CCN(Cc3ccc4c(c3)OCO4)CC2)nc2ccccc12	1.1	0	-1	-2	-2	-0.2	1	-10	1
66	COc1cccc(C(=O)NCC(=O)N/N=C/c2c(C)[nH]c3ccccc23)c1	0.98	-4	-10	5	44*	0.0	-10	2	1.1
67	COc1cc(-c2nnc(SCC(=O)N3CCOCC3)o2)cc(OC)c1OC	1	2	-7	-5	-8	-0.8	-3	-5	1.1
68	O=C(C[n+]1ccc2ccccc2c1)c1ccc(NC(=O)c2ccccc2)cc1	0.98	-1	5	-1	-1	0.4	-2	2	0.95
69	COc1cccc(C(=O)NC2=NCCS2)c1OC	1.4	1	0	-1	-4	-1.1	-3	-44	1
70	N=C1C(c2nc(-c3ccc(Cl)cc3)cs2)=C(O)CN1NC(=O)c1ccc(O)cc1	1.1	-2	13	-1	-6	3.4	1	-5	0.87
71	O=C(NCc1ccccn1)c1ccc(-c2ccccc2)cc1	0.9	-2	4	-3	-3	0.0	-5	10	0.96
72	O=C(Nc1c(C(=O)N2CCOCC2)cnn1-c1ccccc1)c1cccc(F)c1	0.85	0	-8	8	3	1.6	3	15	1.1
73	O=C(CCc1nc2ccccc2c(=O)[nH]1)Nc1nnc(SCc2ccccc2)s1	0.88	-4	8	3	-8	1.0	6	12	0.92

In another format: 2 of the compounds above
Each structure is followed by: hIAP act | MIN6 prolif | mIAP inh | A3A deaminase | APOBEC3G inh | MPTP inh | ATG4B inhibitor | hIAP inh | mIAP act
61) CCn1nnnc1SCC(=O)NC1CCCC1
 : 1 | 0 | 4 | -2 | -3 | 0.7 | 3 | -2 | 0.95
62) C/C(=N\NC(=O)CN1CCOCC1)C(C)(C)C
 : 0.95 | 2 | -2 | -3 | -10 | -0.5 | 0 | 5 | 1

From PubChem BioAssay

The order is random; about 3.3% have a hit in one of these screens.
